Bioassay records: PubChem, several laboratories
TNAP inh hi DEA = TNAP (human) inhibition, high acceptor; P05186; purified TNAP, CDP-star luminescence, 1 M DEA; inhibition, % at 20 µM; 200,000 tested, 0.03% active;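 active = over 50% inhibition of tissue-nonspecific alkaline phosphatase at 20 µM in the single-dose screen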;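 note: plate controls were DMSO wells for no effect and EDTA-quenched wells as full inhibition for full effect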
Target sequence (P05186 whole entry, looked up): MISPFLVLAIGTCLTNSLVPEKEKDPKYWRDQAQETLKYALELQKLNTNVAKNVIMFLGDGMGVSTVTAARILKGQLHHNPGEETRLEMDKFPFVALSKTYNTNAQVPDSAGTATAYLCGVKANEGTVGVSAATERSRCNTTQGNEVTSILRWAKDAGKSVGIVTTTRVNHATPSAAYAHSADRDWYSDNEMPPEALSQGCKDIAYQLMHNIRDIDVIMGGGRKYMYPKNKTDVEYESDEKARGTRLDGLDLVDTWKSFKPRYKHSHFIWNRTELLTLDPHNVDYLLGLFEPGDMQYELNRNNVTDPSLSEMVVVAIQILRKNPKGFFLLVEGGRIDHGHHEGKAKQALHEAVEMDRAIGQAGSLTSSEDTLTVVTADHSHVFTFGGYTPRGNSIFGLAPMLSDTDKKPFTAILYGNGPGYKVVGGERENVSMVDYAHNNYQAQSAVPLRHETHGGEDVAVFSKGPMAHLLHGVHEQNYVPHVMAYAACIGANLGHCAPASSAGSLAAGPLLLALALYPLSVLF
PPARg SRC-1 ag = promotes SRC-1 coactivator recruitment by human PPARgamma. AID 631. 200,000 tested, 0.41% active. activation, % at 8 µM. PPARgamma-SRC-1 coactivator recruitment biochemical assay. P37231; in the data active = activation above about 19%;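 note: 0% = DMSO and 100% = reference agonist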
Target sequence (P37231 whole entry, looked up): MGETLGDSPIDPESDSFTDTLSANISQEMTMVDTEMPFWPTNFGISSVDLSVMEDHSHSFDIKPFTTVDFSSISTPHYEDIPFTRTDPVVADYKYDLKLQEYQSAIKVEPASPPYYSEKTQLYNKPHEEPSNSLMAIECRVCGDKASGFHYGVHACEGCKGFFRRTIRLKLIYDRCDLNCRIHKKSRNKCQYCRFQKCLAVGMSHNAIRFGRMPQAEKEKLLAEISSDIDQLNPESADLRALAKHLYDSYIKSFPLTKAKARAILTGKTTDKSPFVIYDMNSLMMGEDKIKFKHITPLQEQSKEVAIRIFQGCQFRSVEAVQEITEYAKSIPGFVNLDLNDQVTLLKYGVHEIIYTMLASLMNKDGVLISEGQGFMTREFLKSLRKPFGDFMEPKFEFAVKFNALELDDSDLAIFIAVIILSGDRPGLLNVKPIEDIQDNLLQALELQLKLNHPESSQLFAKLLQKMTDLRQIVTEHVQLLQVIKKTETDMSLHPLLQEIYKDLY
PPARg SRC3 recr = promotes SRC-3 coactivator recruitment by human PPARgamma; P37231; biochemical PPARgamma/SRC-3 coactivator recruitment assay; activation, % at 8 µM; 200,000 tested, 0.26% active; AID 731; in the data active = activation above about 23%;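 note: 0% = DMSO and 100% = reference agonist; some compounds past the cut are filed as inactive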
bIAP act = increases bovine intestinal alkaline phosphatase activity | activation factor at 20 µM | 200,000 tested, 0.17% active | purified bovine IAP, CDP-star luminescence, 30 min; active compounds read high; fold of DMSO-control signal, blank-subtracted;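 active = activation factor of 2 or more at 20 µM, a signal rise over negative controls twice the positive control's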
TNAP inh no acc = blocks human TNAP activity with no phosphate acceptor present. purified TNAP, CDP-star luminescence, 30 min. P05186. 200,000 tested, 0.26% active. inhibition, % at 20 µM;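 active = tissue-nonspecific alkaline phosphatase inhibition above about 50% at 20 µM in the single-dose screen, limit read from the data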;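 note: 0% = DMSO negative control and 100% = EDTA positive control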
PPARg SRC-2 ag = PPARgamma-driven SRC-2 recruitment agonism; PPARgamma LBD-SRC-2 recruitment, biochemical; activation, % at 8 µM; 200,000 tested, 0.34% active; AID 1032; P37231; in the data active = activation above about 22%;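 note: 0% = vehicle and 100% = reference agonist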
bIAP inhibitor = intestinal alkaline phosphatase (bovine) inhibition; purified bovine IAP, CDP-star luminescence, 30 min; inhibition, % at 20 µM; 190,000 tested, under 10 active; AID 1019;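 active = over 50% inhibition of intestinal alkaline phosphatase at 20 µM in the single-dose screen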
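Incubation: 30 min reaction at room temperature / Material: purified bovine intestinal alkaline phosphatase (IAP) enzyme / Input: enzyme at 1/65,000,000 dilution / Dosing: 20 µM single dose / Signal: CDP-star luminescence signal / Reagent: CDP-star chemiluminescent phosphatase substrate, 30 µM final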
TNAP act hi DEA = activators of human TNAP at high phosphate acceptor concentration; P05186; purified TNAP, CDP-star luminescence, 1 M DEA, 30 min; active compounds read high; 0 = EDTA background, 1 = DMSO-only activity; activation factor at 20 µM; 200,000 tested, under 10 active;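 active = activation factor at least 2 at 20 µM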
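system = human TNAP | amount = enzyme diluted 1/800 final | reagent = 100 µM CDP-star substrate | signal = luminescent substrate turnover signal | dosing = one dose, 20 µM | benchmarks = EDTA negative control, DMSO positive control | measure = activation factor | timing = 30 min reaction, room temperature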
HMGR II inh = inhibitors of class II HMG-CoA reductase from Enterococcus faecalis | 190,000 tested, 0.41% active | purified E. faecalis HMGR, NADPH absorbance 340 nm kinetic | inhibition, % at 10 µM | AID 1066;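 active = inhibition above a set limit, the median over all tested compounds plus 3 SD, cut at about 9.5% in these data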;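 note: enzyme runs in reverse so mevalonate oxidation gives rising NADPH absorbance; 0% = complete reaction with DMSO and 100% = background rate lacking mevalonate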
TR-FRET SRC-2 ct = flags TR-FRET format artefacts in PPARgamma SRC-2 recruitment agonist screen | TR-FRET artefact counter-screen; active compounds read high | TR-FRET ratio at 8 µM | 200,000 tested, 0.4% active | AID 1049; in the data active = TR-FRET ratio above about 2000; note: inactives centre near 1500
The depositor's hits bear a star; x = not tested or not shown.

Every second line gives: TNAP inh hi DEA, PPARg SRC-1 ag, PPARg SRC3 recr, bIAP act, TNAP inh no acc, PPARg SRC-2 ag, bIAP inhibitor, TNAP act hi DEA, HMGR II inh, TR-FRET SRC-2 ct
O=C(CN1CCCCCC1)NCCc1ccc(F)cc1
→ -4, 2, -2, 0.9, -4, -5, 7, 1, 7, 1542
Cc1ccc(NC2=C(Cl)C(=O)OC2OC(=O)c2ccco2)cc1 (stereo not given)
→ -7, 0, -1, 0.9, -9, 2, 13, 1.1, 4, 1589
COC(=O)c1ccc(COc2ccc(C3C4=C(CCCC4=O)Nc4onc(C)c43)cc2)cc1 (stereo not given)
→ -3, 0, 2, 0.9, -8, -6, 14, 1, -1, 1481
O=C(c1ccco1)N1CCN(c2ncccn2)CC1
→ -3, -2, -1, 1, -6, -6, 0, 1, -3, 1450
COc1c(F)c(F)c(C(=O)Nc2ccc(NC(=O)c3ccco3)cc2)c(F)c1F
→ 0, -3, 8, 0.9, -9, 6, 12, 1, 2, 1661
Cc1cccnc1NC(=O)C(C)Oc1ccccc1 (stereo not given)
→ -4, 3, 3, 0.9, -12, 11, 10, 1, -1, 1499
CCN(CC(=O)Nc1ccc(S(N)(=O)=O)cc1)S(=O)(=O)c1cc(C)ccc1OC
→ -1, 6, 2, 1, -9, 12, 4, 1, 2, 1637
CC(C)(C)c1nnc2sc(SCC(=O)c3ccc4c(c3)OCCO4)nn2c1=O
→ -1, 1, 7, 1, -15, 13, 2, 1, 5, 1610
Cc1cc(=O)[nH]c(SCc2cccc(Br)c2)n1
→ -6, -5, -5, 0.9, -10, 5, 14, 1.1, -4, 1549
CCCS(=O)(=O)N1CCCC(C(=O)N2CCN(c3ccccc3)CC2)C1 (stereo not given)
→ -2, -1, 4, 1, -9, 7, -2, 1, 2, 1626
Cc1nc2ccccn2c1C(=O)N=Nc1c(O)[nH]c2ccccc12
→ 3, 0, -1, 1, 4, 4, 1, 1, -5, 1521
Cc1cc(NCc2ccccc2)nc(-c2ccccc2O)n1
→ -10, 6, -1, 0.7, -16, 6, 35, 1.1, 6, 1633
CCN(C(=O)COC(=O)/C=C/c1cnc2ccccc2n1)c1ccccc1
→ -4, 1, 5, 1, 1, 0, -3, 1, 7, 1520
COCCNC(=S)NC(=O)CC12CC3CC(CC(C3)C1)C2
→ -2, 2, -2, 0.9, -18, -5, 7, 1, 4, 1476
CC1(C)CC(=O)C(C=NCC2CCN(C(=O)Cc3ccccc3)CC2)=C(O)C1
→ -2, -5, -3, 0.9, -11, 7, 5, 1, 0, 1440
Cc1nc(CNS(=O)(=O)c2cccs2)cs1
→ 1, 3, 1, 0.9, -9, 8, 8, 1, 2, 1757
O=C(Nc1ccc(-c2ccccc2)cc1)c1ccco1
→ -6, -15, -1, 1.1, 1, -4, -7, 1.1, -2, 1413
Cc1ccc(OCCOCCOc2ccc(Br)cc2/C=N\NC(=O)c2ccncc2)cc1
→ 1, 2, 2, 1.1, -1, 5, -11, 1, 0, 1369
CN(c1ccccc1)S(=O)(=O)c1ccc(C(=O)NCc2ccccn2)cc1
→ 0, 3, 3, 0.9, -1, -1, 10, 1, 8, 1550
O=C(CCN1CCN(C/C=C/c2ccccc2)CC1)Nc1cccc(F)c1
→ -4, 5, 2, 1, -14, -4, 2, 1, 3, 1634
COC(=O)c1sc(S(=O)(=O)NCCCN(C)C)c(C(=O)OC)c1C
→ -2, 1, -6, 1, -7, -3, 1, 1, 4, 1440
CCC1CCCCN1C(=O)CSc1nnc(-c2ccco2)o1 (stereo not given)
→ 0, -4, 6, 1, -4, 0, 1, 1, 4, 1454
O=C(COC(=O)c1cc(F)c(F)cc1Cl)NC1CC1
→ -5, -6, -2, 0.9, -18, -2, 7, 1, -3, 1408
Cc1cccc(OCc2n[nH]c(=S)n2C2CCCCC2)c1
→ -1, 4, 17, 0.8, -7, 2, 25, 1, -3, 1682
O=C(CC(SCc1ccco1)c1ccc(O)cc1)c1cccs1 (stereo not given)
→ 27, 10, 11, 0.4, 46, 2, x, 0.7, 1, 1868
Cc1ccc2cc(CN(CCO)Cc3nnnn3Cc3ccc(F)cc3)c(=O)[nH]c2c1
→ 4, 2, 2, 1.1, -4, -5, -6, 1, -6, 1526
Cn1cccc1-c1nc2ccc(NC(=O)c3ccc([N+](=O)[O-])cc3)cc2[nH]1
→ -2, 4, 7, 0.9, -7, 13, 10, 1, -2, 1585
Cc1nn(-c2ccccc2)c(=O)c2ccccc12
→ 13, -3, -2, 1, -1, 14, 0, 0.9, -4, 1727
O=c1[nH]c(CSc2nnc(-c3ccco3)n2-c2ccccc2)nc2sc3c(c12)CCC3
→ -9, x, x, 1, -11, x, -2, 1.1, x, x
N#CCCn1ncn(-c2ccccc2)c1=S
→ -4, 0, -5, 0.9, -12, -1, 10, 1, -1, 1607
CCCNS(=O)(=O)c1ccc(NC(=O)Cc2cccs2)cc1
→ 2, 5, 10, 0.9, -4, 12, 12, 1, -1, 1699
O=C(CN1CCC(O)(c2ccc3c(c2)OCO3)CC1)N1CCOCC1
→ -4, -8, 0, 0.9, -10, -1, 5, 1, 1, 1524
CC(=O)c1ccc(NC(=S)NNC(=O)c2ccncc2)cc1
→ 0, 5, 8, 1, -111, 12, 1, 1, -9, 1664
CC1=CC(=O)C=C(C)C1=NOc1ccccc1[N+](=O)[O-]
→ 4, -2, -2, 0.9, 0, 1, 8, 1, -2, 1432
CC(=O)N1CCN(c2ccc(N=Cc3c(O)n(Cc4ccccc4)c(=O)[nH]c3=O)cc2)CC1
→ -1, 2, -6, 1, 1, 3, -1, 1, -2, 1694
O=[N+]([O-])c1ccc(N/N=C/c2c[nH]c3ccccc23)cc1
→ 25, -1, 6, 0.7, 9, 12, 26, 0.7, 0, 1738
COc1cccc(-n2nc(C(=O)N3CCN(Cc4ccccc4)CC3)c3ccccc3c2=O)c1
→ -4, -10, 0, 1.1, -10, 0, -14, 1, -3, 1655
O=C(NC1CCCc2ccccc21)c1ccccc1Cl (stereo not given)
→ -1, -1, 3, 1.1, -6, 4, -15, 1, 0, 1707
COc1ccc(NC(=S)NCc2ccco2)c(OC)c1
→ -2, -4, -3, 0.8, -21, 2, 15, 1, -5, 1494
C/C(=N\NC(=O)c1c(Br)c(C)nn1C)c1cccc(NC(=O)c2ccccc2F)c1
→ -5, 5, -4, 1, 3, 11, 2, 1, -2, 1565
CCc1cccc(OCCCCNCCOC)c1
→ -1, -12, -1, 0.9, -6, -7, 6, 1, -4, 1471
CN1CCN(C(=S)NC(=O)/C=C/c2ccccc2Cl)CC1
→ -4, -7, 3, 1, -5, 1, 0, 1, -4, 1311
N#Cc1cnc2ncnn2c1-c1ccccc1
→ -4, 8, 9, 0.8, -9, 11, 16, 1, -5, 1630
CC(=O)NCC(=O)N1CCCC(C(=O)c2ccc3c4c(cccc24)CC3)C1 (stereo not given)
→ -3, -2, -2, 0.9, -9, -1, 6, 1, 2, 1648
Cc1nc2c(C(=O)N3CCOCC3)cnn2c(C)c1Cc1cccc(Cl)c1
→ 0, 1, -6, 1, -7, 4, -2, 1, -2, 1492
COc1cccc(OC)c1OCCOc1ccccc1OC(C)C
→ -5, 5, -3, 0.9, -15, 2, 6, 1, -3, 1410
O=C(CSc1ncn[nH]1)NCc1ccccc1
→ -4, 0, 2, 0.9, 6, -7, 7, 1, 3, 1430
CN(C)/C=C(/C(=O)c1ccccc1)S(=O)(=O)c1ccc(Cl)cc1
→ -4, -5, 3, 0.9, -6, 0, 11, 1, -2, 1394
O=C(CSc1nnc(CNC(=O)c2ccccc2F)o1)NCc1ccccc1
→ 0, 0, -2, 1, -14, 3, 1, 1, -1, 1452
Cc1cc(NC(=O)CSc2ncn(-c3ccccc3)n2)no1
→ -3, 3, -2, 0.9, -8, 4, 8, 1, x, 1503

Continued:
Every second line gives: TNAP inh hi DEA, PPARg SRC-1 ag, PPARg SRC3 recr, bIAP act, TNAP inh no acc, PPARg SRC-2 ag, bIAP inhibitor, TNAP act hi DEA, HMGR II inh, TR-FRET SRC-2 ct
CN(C)CCC(=O)c1cccc(Br)c1
→ -2, 2, 5, 1.1, -4, 4, -7, 1, 0, 1493
O=C(NNS(=O)(=O)c1ccc(F)cc1)c1cnccn1
→ -3, 5, 6, 1.2, -6, 10, -16, 1, -3, 1569
COCC(=O)N1CCN(c2nc3ccccc3o2)CC1
→ -2, 1, -3, 1, -6, -5, 3, 1, -2, 1371
O=c1c2ccccc2nc2n1CCCCN2
→ -2, 5, 9, 0.9, -8, -1, 6, 1, -5, 1645
COc1cc(/C=N/NC(=S)NCc2ccco2)cc(OC)c1OC
→ -2, 7, -4, 1, 4, -2, -1, 1, 0, 1377
COc1cc(CCC(=O)Nc2ccc(Br)c(C(F)(F)F)c2)cc(OC)c1OC
→ -2, 5, -1, 1.3, -15, 1, -28, 1, -2, 1560
O=C(COC(=O)c1cc(=O)[nH]c2ccccc12)c1cccs1
→ -6, -1, 7, 0.9, -12, 9, 8, 1.1, 1, 1582
COc1ccc(Cn2c3nc4ccccc4nc3c3c(=O)n(Cc4ccco4)cnc32)cc1
→ 1, x, x, 1.1, 0, x, -10, 1, x, x
COc1ccc(CCC(=O)NC2=NCCS2)cc1OC
→ -8, 3, -4, 0.9, -17, 5, 8, 1.1, 5, 1500
C=CCNC(=S)NC(=O)c1oc2ccccc2c1C
→ -3, -5, 4, 1.2, -3, 4, -15, 1, -4, 1599
N/C(=N\OC(=O)c1cccnc1)c1ccccc1Cl
→ -4, 5, 4, 1, -13, 10, -2, 1, -1, 1643
O=C(O)Cn1c(P(=O)(O)c2ccccc2)nc2ccccc21
→ -10, 5, 0, 0.9, -5, 4, 9, 1.1, -3, 1609
COc1ccccc1NC(=O)C1=C(C)Nc2nc(CCCO)nn2C1c1cccnc1 (stereo not given)
→ 6, -3, -1, 1, -6, 1, 2, 0.9, 0, 1322
COc1ccc(-c2cc3nc4c(c(=O)n3[nH]2)CCC4)cc1
→ -7, 15, -1, 0.9, -12, 6, 11, 1.1, -2, 1544

An excerpt from above in order of SMILES length, low to high:
Every second line gives: TNAP inh hi DEA, PPARg SRC-1 ag, PPARg SRC3 recr, bIAP act, TNAP inh no acc, PPARg SRC-2 ag, bIAP inhibitor, TNAP act hi DEA, HMGR II inh, TR-FRET SRC-2 ct
O=c1c2ccccc2nc2n1CCCCN2
→ -2, 5, 9, 0.9, -8, -1, 6, 1, -5, 1645
C=CCNC(=S)NC(=O)c1oc2ccccc2c1C
→ -3, -5, 4, 1.2, -3, 4, -15, 1, -4, 1599
COCC(=O)N1CCN(c2nc3ccccc3o2)CC1
→ -2, 1, -3, 1, -6, -5, 3, 1, -2, 1371
N/C(=N\OC(=O)c1cccnc1)c1ccccc1Cl
→ -4, 5, 4, 1, -13, 10, -2, 1, -1, 1643
O=C(O)Cn1c(P(=O)(O)c2ccccc2)nc2ccccc21
→ -10, 5, 0, 0.9, -5, 4, 9, 1.1, -3, 1609
COc1ccc(-c2cc3nc4c(c(=O)n3[nH]2)CCC4)cc1
→ -7, 15, -1, 0.9, -12, 6, 11, 1.1, -2, 1544
COc1ccccc1NC(=O)C1=C(C)Nc2nc(CCCO)nn2C1c1cccnc1 (stereo not given)
→ 6, -3, -1, 1, -6, 1, 2, 0.9, 0, 1322
COc1cc(CCC(=O)Nc2ccc(Br)c(C(F)(F)F)c2)cc(OC)c1OC
→ -2, 5, -1, 1.3, -15, 1, -28, 1, -2, 1560
COc1ccc(Cn2c3nc4ccccc4nc3c3c(=O)n(Cc4ccco4)cnc32)cc1
→ 1, x, x, 1.1, 0, x, -10, 1, x, x
